RGS4 act – RGS4 potentiation or activation; HEK293 M3R/inducible RGS4, carbachol calcium flux Fluo4; active compounds read low; B-score at 10 µM; 310,000 tested, 0.92% active;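 active = B-score of the integrated calcium signal more than 4 SD below the library mean, with starting fluorescence not abnormally high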;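 note: negative B-score means reduced calcium response which marks RGS4 activation or potentiation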
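Test system: HEK293 cells with stable M3R and inducible RGS4; also added: carbachol at ECmax as muscarinic agonist stimulus; schedule: dye loading 30 min 37 °C, buffer rest 30 min RT; technique: kinetic calcium fluorescence imaging with Fluo4-AM dye, 2 µM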
SKKanGAS inh – blocks kanamycin growth of S. pyogenes SKKanGAS strain | BacTiter-Glo, 6 h | inhibition, % at 7.5 µM | 300,000 tested, 1.3% active | AID 1662;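 active = mean replicate score, as percent of positive control median, at least 50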;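 note: strain carries kanamycin resistance gene driven by streptokinase promoter and grows in 40 µg/ml kanamycin; loss of luminescence reflects streptokinase promoter inhibition or plain growth inhibition; 0% = median of DMSO wells and 100% = positive control at its reference dose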
HDAC3 inhib – human HDAC3 inhibition. O15379. 320,000 tested, 0.15% active. recombinant HDAC3, fluorogenic peptide/trypsin coupled, fluorescence. inhibition, % at 8.3 µM; in the data active = inhibition above about 26%, passing the limit was not always enough
Target sequence (O15379 whole entry, looked up): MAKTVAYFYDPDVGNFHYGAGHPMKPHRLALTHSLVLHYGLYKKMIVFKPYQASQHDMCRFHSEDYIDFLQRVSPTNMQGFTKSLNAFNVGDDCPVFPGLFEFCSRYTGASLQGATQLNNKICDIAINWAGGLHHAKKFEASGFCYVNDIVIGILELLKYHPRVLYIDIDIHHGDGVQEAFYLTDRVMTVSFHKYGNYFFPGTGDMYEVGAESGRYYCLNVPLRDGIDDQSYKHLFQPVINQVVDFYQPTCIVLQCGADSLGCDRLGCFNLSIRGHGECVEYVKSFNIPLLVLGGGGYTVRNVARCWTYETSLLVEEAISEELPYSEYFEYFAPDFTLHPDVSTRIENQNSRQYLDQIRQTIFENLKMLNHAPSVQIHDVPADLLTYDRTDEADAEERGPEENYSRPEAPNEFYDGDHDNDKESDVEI
TMEM16A act – activators or potentiators of mouse TMEM16A chloride channel | Q8BHY3 | B-score at 10 µM | AID 623877 | HEK293 TMEM16A/YFP-H148Q/I152L, iodide quench fluorescence; active compounds read low | 340,000 tested, 0.3% active;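 active = fluorescence-ratio B-score plate-corrected deviation score at least 3 library SD below zero, with starting fluorescence score within 5 deviations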;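 note: channel opened by trigger with iodide after compound preincubation; score built on the fluorescence ratio of max minus min over baseline; more negative score means more quench and so TMEM16A activation or potentiation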
RGS4 block – inhibitors of human RGS4 | P49798 | HEK293 M3R/RGS4 inducible, Fluo-4 calcium flux; active compounds read high; triggered by carbachol at its EC20 | B-score at 10 µM | 310,000 tested, 0.45% active | AID 463165;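 active = B-score, a plate-corrected calcium signal, over three deviations above library mean, with baseline fluorescence within five deviations of library mean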;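 note: RGS4 expression induced by doxycycline in cells with stable M3 receptor; B-score is computed from the integrated fluorescence ratio over baseline after carbachol; higher B-score means a larger calcium signal and so more RGS4 inhibition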
Target sequence (P49798 whole entry, looked up): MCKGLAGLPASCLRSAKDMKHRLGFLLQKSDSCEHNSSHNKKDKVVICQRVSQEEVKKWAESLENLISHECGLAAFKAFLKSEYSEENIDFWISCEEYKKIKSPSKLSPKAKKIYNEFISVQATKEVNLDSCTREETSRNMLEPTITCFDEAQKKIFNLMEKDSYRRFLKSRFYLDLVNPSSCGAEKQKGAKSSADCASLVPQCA
KCNQ1 pot – potentiates or activates the human KCNQ1 potassium channel | P51787 | CHO-K1 KCNQ1, thallium flux FluxOR fluorescence; active compounds read high | B-score at 10 µM | 310,000 tested, 0.35% active | AID 2648;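 active = fluorescence ratio B-score, a plate-corrected score, at least three library SD, with initial intensity B-score within 5 SD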
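assay system = KCNQ1-transfected CHO-K1 cells | medium = assay buffer with matched DMSO | probe or stimulus = depolarizing K+/Tl+ stimulus, K2SO4 and Tl2SO4 each 12.5 mM in 5x stock | dosing = single dose | incubation = dye 90 min, compound 20 min, room temperature | detection = kinetic FluxOR fluorescence, 10 s baseline plus 110 s post-stimulus | evaluation = ratio B score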
KCNQ1 block – human KCNQ1 channel inhibition; AID 2642; CHO-K1 KCNQ1, FluxOR thallium flux fluorescence; active compounds read high; B-score at 10 µM; P51787; 310,000 tested, 1.3% active;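 active = compounds whose thallium flux B-score, printed positive for inhibition, exceeds three library SD while starting fluorescence stays within three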;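 note: channel opened by potassium depolarization with thallium stimulus after 20 min compound exposure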
KCNK3 inh – human KCNK3 channel inhibition, primary screen | CHO-KCNK3 thallium flux, FluxOR fluorescence; active compounds read low | B-score at 10 µM | O14649 | 340,000 tested, 0.84% active | AID 602410;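 active = B-score under library mean minus 4 SD, starting fluorescence ratio at most library mean plus 5 SD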;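 note: more negative B-score means stronger inhibition of thallium flux through KCNK3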
KCNK9 block – inhibitors of human KCNK9 two-pore domain potassium channel. B-score at 10 µM. Q9NPC2. 310,000 tested, 1.2% active. HEK293 KCNK9, FluxOR thallium flux fluorescence; active compounds read low. AID 488922;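 active = ratio B-score over 3 SD below the library mean, with starting fluorescence within 5 SD of its mean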;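 note: negative B-score means less thallium flux so channel inhibition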
Target sequence (Q9NPC2 whole entry, looked up, the tested form may be a part): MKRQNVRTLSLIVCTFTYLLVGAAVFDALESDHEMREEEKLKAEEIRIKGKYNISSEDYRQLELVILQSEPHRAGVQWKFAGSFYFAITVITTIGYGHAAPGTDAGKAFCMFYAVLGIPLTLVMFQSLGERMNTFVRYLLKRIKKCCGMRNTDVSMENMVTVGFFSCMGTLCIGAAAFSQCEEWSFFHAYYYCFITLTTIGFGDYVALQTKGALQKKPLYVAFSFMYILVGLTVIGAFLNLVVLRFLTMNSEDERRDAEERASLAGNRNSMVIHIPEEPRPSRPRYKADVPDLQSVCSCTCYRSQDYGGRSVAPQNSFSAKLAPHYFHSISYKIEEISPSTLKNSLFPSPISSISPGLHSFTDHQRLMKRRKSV
hERG protect – shields human hERG channel from block by proarrhythmic agents | Q12809 | CHO-hERG, FluxOR thallium flux, dofetilide IC70 present | activation (rescue from dofetilide block), less the hit threshold, % at 10 µM | 310,000 tested, 0.51% active;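 active = activation above the mean of controls blocked by dofetilide plus 5 SD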;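 note: thallium influx through hERG after potassium depolarization seen as dye fluorescence rise; in these data hits start at about 4.7%; inactives centre near -7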
TMEM16A inh – inhibitors of mouse TMEM16A calcium-activated chloride channel. HEK293 TMEM16A/YFP iodide influx fluorescence, ionomycin. normalized B-score (activity score, 25-100; higher = stronger inhibition) at 10 µM. 310,000 tested, 1.2% active;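 active = ratio plate-corrected score three or more library SD toward inhibition, starting fluorescence score within five deviations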;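 note: score derived from kinetic fluorescence span divided by baseline fluorescence per well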
* marks the source's active call; other numbers are inactive results.

Start of the data: the first 2 entries, to show the layout:
Screening CCOc1ccc(N2C(=O)CC(N3CCOCC3)C2=O)cc1 (stereo not given) returned RGS4 act inactive, SKKanGAS inh 1, HDAC3 inhib 5, TMEM16A act inactive, RGS4 block inactive, KCNQ1 pot inactive, KCNQ1 block inactive, KCNK3 inh inactive, KCNK9 block inactive, hERG protect -9 and TMEM16A inh inactive.
`CCOc1ccc(NC(=O)CCN2CCN(C)CC2)cc1` gave RGS4 act inactive, SKKanGAS inh -4, HDAC3 inhib -4, TMEM16A act inactive, RGS4 block inactive, KCNQ1 pot inactive, KCNQ1 block inactive, KCNK3 inh inactive, KCNK9 block inactive, hERG protect -11 and TMEM16A inh inactive.

This part in full, from the first entry:
Screening CCOc1ccc(N2C(=O)CC(N3CCOCC3)C2=O)cc1 (stereo not given) returned RGS4 act inactive, SKKanGAS inh 1, HDAC3 inhib 5, TMEM16A act inactive, RGS4 block inactive, KCNQ1 pot inactive, KCNQ1 block inactive, KCNK3 inh inactive, KCNK9 block inactive, hERG protect -9 and TMEM16A inh inactive.
`CCOc1ccc(NC(=O)CCN2CCN(C)CC2)cc1` gave RGS4 act inactive, SKKanGAS inh -4, HDAC3 inhib -4, TMEM16A act inactive, RGS4 block inactive, KCNQ1 pot inactive, KCNQ1 block inactive, KCNK3 inh inactive, KCNK9 block inactive, hERG protect -11 and TMEM16A inh inactive.
Screening COc1ccc(NC(=O)c2ccc(C#N)cc2)cc1NS(=O)(=O)c1ccc(F)cc1 returned RGS4 act inactive, SKKanGAS inh 11, HDAC3 inhib 5, TMEM16A act inactive, RGS4 block inactive, KCNQ1 pot inactive, KCNQ1 block inactive, KCNK3 inh inactive, KCNK9 block inactive, hERG protect -8 and TMEM16A inh inactive.
Screening COc1cc2[nH]c(=O)c(C(=O)NCCCN3CCCCC3)c(O)c2cc1OC returned RGS4 act inactive, SKKanGAS inh 5, HDAC3 inhib -31, TMEM16A act inactive, RGS4 block inactive, KCNQ1 pot inactive, KCNQ1 block inactive, KCNK3 inh inactive, KCNK9 block inactive, hERG protect -5 and TMEM16A inh inactive.
`COc1cc(/C=N/NC(=O)C2CCN(CC(O)COCc3ccccc3)CC2)cc(OC)c1OC` (stereo not given) gave RGS4 act inactive, SKKanGAS inh 3, HDAC3 inhib 7, TMEM16A act inactive, RGS4 block inactive, KCNQ1 pot inactive, KCNQ1 block inactive, KCNK3 inh inactive, KCNK9 block inactive, hERG protect -3 and TMEM16A inh inactive.
Screening CCOc1cc(CNCC(C)C)c(Cl)cc1OCC(=O)Nc1ccccc1 returned RGS4 act inactive, SKKanGAS inh -6, HDAC3 inhib 6, TMEM16A act inactive, RGS4 block inactive, KCNQ1 pot inactive, KCNQ1 block inactive, KCNK3 inh inactive, KCNK9 block inactive, hERG protect -14 and TMEM16A inh inactive.
CCc1cc2c(-c3ccccc3)cc(=O)oc2c(CN2CCOCC2)c1O was read as RGS4 act inactive, SKKanGAS inh 4, HDAC3 inhib -4, TMEM16A act inactive, RGS4 block inactive, KCNQ1 pot inactive, KCNQ1 block inactive, KCNK3 inh inactive, KCNK9 block inactive, hERG protect -13 and TMEM16A inh inactive.
For NS(=O)(=O)c1ccc(CCNCc2cc(Br)ccc2OCc2ccccc2)cc1 the results were RGS4 act inactive, SKKanGAS inh 6, HDAC3 inhib 1, TMEM16A act inactive, RGS4 block inactive, KCNQ1 pot inactive, KCNQ1 block inactive, KCNK3 inh inactive, KCNK9 block inactive, hERG protect -23 and TMEM16A inh 100*.
Screening COc1ccc(N(CC(=O)Nc2cc(C)ccc2C)S(=O)(=O)c2c(C)noc2C)cc1 returned RGS4 act inactive, SKKanGAS inh -4, HDAC3 inhib 3, TMEM16A act inactive, RGS4 block inactive, KCNQ1 pot inactive, KCNQ1 block inactive, KCNK3 inh inactive, KCNK9 block inactive, hERG protect -8 and TMEM16A inh inactive.
Oc1ccccc1Cc1c(O)ccc2ccccc12 was read as RGS4 act inactive, SKKanGAS inh 3, HDAC3 inhib 3, TMEM16A act inactive, RGS4 block inactive, KCNQ1 pot inactive, KCNQ1 block inactive, KCNK3 inh inactive, KCNK9 block inactive, hERG protect -3 and TMEM16A inh 25*.
Screening COc1ccc(OC)c(N(CC(=O)NCC2CCCO2)S(=O)(=O)c2ccccc2)c1 (stereo not given) returned RGS4 act inactive, SKKanGAS inh -7, HDAC3 inhib -2, TMEM16A act inactive, RGS4 block inactive, KCNQ1 pot inactive, KCNQ1 block inactive, KCNK3 inh inactive, KCNK9 block inactive, hERG protect -6 and TMEM16A inh inactive.
Cc1ccc(NC(=O)c2cccnc2)cc1S(=O)(=O)N(C)C was read as RGS4 act inactive, SKKanGAS inh -1, HDAC3 inhib -1, TMEM16A act inactive, RGS4 block inactive, KCNQ1 pot inactive, KCNQ1 block inactive, KCNK3 inh inactive, KCNK9 block inactive, hERG protect -4 and TMEM16A inh inactive.
Clc1ccc(CCNc2nc3ccccc3n3nnnc23)cc1 was read as RGS4 act inactive, SKKanGAS inh 2, HDAC3 inhib -6, TMEM16A act inactive, RGS4 block inactive, KCNQ1 pot inactive, KCNQ1 block inactive, KCNK3 inh inactive, KCNK9 block inactive, hERG protect -2 and TMEM16A inh inactive.
Cc1ccc(-n2c(SCC(=O)N/N=C/c3ccccc3OCC(=O)O)nc3ccccc3c2=O)cc1 was read as RGS4 act inactive, SKKanGAS inh -5, HDAC3 inhib 2, TMEM16A act inactive, RGS4 block inactive, KCNQ1 pot inactive, KCNQ1 block inactive, KCNK3 inh inactive, KCNK9 block inactive, hERG protect -16 and TMEM16A inh inactive.
Cc1ccc(S(=O)(=O)c2nc(-c3ccco3)oc2SCC(=O)NCC2CCCO2)cc1 (stereo not given) was read as RGS4 act inactive, SKKanGAS inh 0, HDAC3 inhib -2, TMEM16A act inactive, RGS4 block inactive, KCNQ1 pot inactive, KCNQ1 block inactive, KCNK3 inh inactive, KCNK9 block inactive, hERG protect -12 and TMEM16A inh inactive.
For CCOc1cc(C(=O)Nc2ccc([N+](=O)[O-])cn2)cc(OCC)c1OCC the results were RGS4 act inactive, SKKanGAS inh 7, HDAC3 inhib 6, TMEM16A act inactive, RGS4 block inactive, KCNQ1 pot inactive, KCNQ1 block inactive, KCNK3 inh inactive, KCNK9 block inactive, hERG protect -10 and TMEM16A inh inactive.
Screening Cc1ccc(OCC(=O)N2CCN(C(=O)c3cccnc3)CC2)cc1 returned RGS4 act inactive, SKKanGAS inh -2, HDAC3 inhib 2, TMEM16A act inactive, RGS4 block inactive, KCNQ1 pot inactive, KCNQ1 block inactive, KCNK3 inh inactive, KCNK9 block inactive, hERG protect -10 and TMEM16A inh inactive.
For Cc1c(Cl)cnc(NC(=O)COC(=O)CCc2nc3ccccc3s2)c1Cl the results were RGS4 act inactive, SKKanGAS inh -19, HDAC3 inhib -2, TMEM16A act inactive, RGS4 block inactive, KCNQ1 pot inactive, KCNQ1 block inactive, KCNK3 inh inactive, KCNK9 block inactive, hERG protect -7 and TMEM16A inh inactive.
`COc1ccc(OCCC(=O)OCC(=O)NCCC2=CCCCC2)cc1` gave RGS4 act inactive, SKKanGAS inh -10, HDAC3 inhib 10, TMEM16A act -34*, RGS4 block inactive, KCNQ1 pot inactive, KCNQ1 block inactive, KCNK3 inh inactive, KCNK9 block inactive, hERG protect -3 and TMEM16A inh inactive.
CCC(/C=C1\Sc2ccc(OC)cc2N1CC)=C\c1sc2ccc(OC)cc2[n+]1CCCS(=O)(=O)[O-] was read as RGS4 act inactive, SKKanGAS inh 22, HDAC3 inhib 4, TMEM16A act inactive, RGS4 block inactive, KCNQ1 pot inactive, KCNQ1 block inactive, KCNK3 inh inactive, KCNK9 block inactive, hERG protect -7 and TMEM16A inh inactive.
For CCOC(=O)C(NCc1ccccc1OC)(NC(=O)CC)C(F)(F)F (stereo not given) the results were RGS4 act inactive, SKKanGAS inh 2, HDAC3 inhib -8, TMEM16A act inactive, RGS4 block inactive, KCNQ1 pot inactive, KCNQ1 block inactive, KCNK3 inh inactive, KCNK9 block inactive, hERG protect -7 and TMEM16A inh inactive.
Screening Cc1ccc(CS(=O)(=O)CCC(=O)NCc2ccc(F)cc2)cc1 returned RGS4 act inactive, SKKanGAS inh 1, HDAC3 inhib 1, TMEM16A act inactive, RGS4 block inactive, KCNQ1 pot inactive, KCNQ1 block inactive, KCNK3 inh inactive, KCNK9 block inactive, hERG protect -5 and TMEM16A inh inactive.
`CCOC(=O)c1cccc2c(=O)c(C(=O)c3ccc(Cl)cc3)c(C(=O)OC)[nH]c12` gave RGS4 act inactive, SKKanGAS inh -1, HDAC3 inhib 0, TMEM16A act inactive, RGS4 block inactive, KCNQ1 pot inactive, KCNQ1 block inactive, KCNK3 inh inactive, KCNK9 block inactive, hERG protect -2 and TMEM16A inh inactive.
O=C(O)c1oc2ccccc2c1CSc1ccc(Cl)cc1 was read as RGS4 act inactive, SKKanGAS inh -1, HDAC3 inhib -1, TMEM16A act inactive, RGS4 block inactive, KCNQ1 pot inactive, KCNQ1 block inactive, KCNK3 inh inactive, KCNK9 block inactive, hERG protect -6 and TMEM16A inh inactive.
For COc1ccc(CCNc2ncnc3c2nnn3Cc2ccccc2)cc1 the results were RGS4 act inactive, SKKanGAS inh 2, HDAC3 inhib 2, TMEM16A act inactive, RGS4 block inactive, KCNQ1 pot inactive, KCNQ1 block inactive, KCNK3 inh inactive, KCNK9 block inactive, hERG protect -6 and TMEM16A inh inactive.
Screening CCOc1ccc(C(=O)NC2CC3CCCC(C2)N3Cc2ccccc2)cc1 (stereo not given) returned RGS4 act inactive, SKKanGAS inh -5, HDAC3 inhib -2, TMEM16A act inactive, RGS4 block inactive, KCNQ1 pot inactive, KCNQ1 block inactive, KCNK3 inh inactive, KCNK9 block inactive, hERG protect -11 and TMEM16A inh inactive.
Cc1cccc(C)c1NC(=O)C(c1ccccc1)N1CCC2(CC1)OCCO2 (stereo not given) was read as RGS4 act inactive, SKKanGAS inh 22, HDAC3 inhib -2, TMEM16A act inactive, RGS4 block inactive, KCNQ1 pot inactive, KCNQ1 block inactive, KCNK3 inh inactive, KCNK9 block inactive, hERG protect -6 and TMEM16A inh inactive.
`C[C@H](NC(=O)C1CC(=O)N(c2ccc3c(c2)OCCO3)C1)C(=O)NC1CCCC1` (stereo not given in full) gave RGS4 act inactive, SKKanGAS inh 0, HDAC3 inhib -2, TMEM16A act inactive, RGS4 block inactive, KCNQ1 pot inactive, KCNQ1 block inactive, KCNK3 inh inactive, KCNK9 block inactive, hERG protect -7 and TMEM16A inh inactive.

Compound activity deposited in PubChem by several laboratories.
